Screening results: PubChem BioAssay, National Center for Advancing Translational Sciences (NCATS)
DRD3 agonist – D3 dopamine receptor (human) agonism; P35462; D3R DiscoveRx beta-arrestin cells, luminescence, 90 min; max activation, %; 0.58% of 410,000 active; AID 652048; in the data active = max activation above about 30%; note: 0% is about no effect; mostly tested at two doses, the higher about 12 µM
Target sequence (P35462 whole entry, looked up): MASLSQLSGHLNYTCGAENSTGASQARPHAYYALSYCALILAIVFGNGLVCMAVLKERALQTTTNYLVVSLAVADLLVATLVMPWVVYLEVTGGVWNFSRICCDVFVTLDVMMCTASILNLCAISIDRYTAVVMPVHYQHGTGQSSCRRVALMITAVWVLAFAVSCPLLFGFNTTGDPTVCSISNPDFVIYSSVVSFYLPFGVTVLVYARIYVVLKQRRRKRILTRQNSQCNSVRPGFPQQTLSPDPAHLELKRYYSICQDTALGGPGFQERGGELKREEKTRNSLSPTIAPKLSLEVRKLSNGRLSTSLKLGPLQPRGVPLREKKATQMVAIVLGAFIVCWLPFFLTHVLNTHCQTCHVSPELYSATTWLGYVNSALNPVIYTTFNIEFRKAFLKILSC
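Agonist-mode cell screen: cells plated at 1500/well and incubated overnight at 37 °C, then exposed to library compounds for 90 min at 37 °C. Detection reagent was added for 30–60 min at room temperature, and luminescence was read.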
CCT modulator – cytosolic chaperonin activity modulation. AID 651819. activity change, % (test concentration not listed), hits read low. purified chaperonin ATPase assay, HTRF ADP detection, 30 min. 0.3% of 360,000 active; in the data active = activity change below about -30%; note: % is set by controls: 0 for no effect and ±100 for the full control effect
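TRiC (40 or 20 nM final, by batch activity) in 30 mM Tris pH 7.4, 100 mM KCl, 5 mM MgCl2, 1 mM DTT was treated with compound at 76 uM single dose, then 10 uM ATP, 30 min at 37 °C. ADP was read by HTRF Transcreener.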
Akt phos inh – Akt phosphorylation inhibition | Neuro2A IGF-stimulated pAkt S473 HTRF, 20 min; active compounds read low | activity change, % for hits at 50 µM | 0.32% of 360,000 active | AID 651550; in the data active = activity change below about -80%; inconclusive = mostly about -51% to -80%; note: % is set by controls: 0 for no effect and ±100 for the full control effect
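Single-point screen (50 µM final compound) in Neuro2A cells stimulated 20 min with 6 nM IGF at 37 deg C. After lysis, Ser473-phosphorylated Akt read by HTRF (ex 330 nm, em 615/665 nm) as the 665/615 ratio.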
EPAC2 ag – agonists of human EPAC2 (RAPGEF4) | AID 720711 | EPAC2 activation, biochemical qHTS; response scale: 100% = 6.5 mM cAMP response | Potency, µM (series often up to 154 µM), inactives show at the highest dose activation, most hits filed as activators | 0.079% of 360,000 active | Q8WZA2; note: potency is the fitted concentration of half-maximal effect; nearly all actives have a fitted effect of over 50% in size
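Compounds were titrated in qHTS against a Rap1B-BODIPY-GDP (250 nM) complex with EPAC2 (100 nM) and GDP (50 uM). BODIPY-GDP release tracked at 480/540 nm over 30 min at room temperature, normalized to 6.5 mM cAMP.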
MmCpn inh – blocks the Methanococcus maripaludis chaperonin Mm-Cpn; purified Mm-Cpn ATPase, ADP Transcreener TR-FRET; Potency, µM (series often up to 76.9 µM), for the others: at the top dose activity, negative = inhibition, actives largely listed as inhibitors; 0.031% of 330,000 active; AID 504842; note: potency is the fitted concentration of half-maximal effect; % is set by controls: 0 for no effect and ±100 for the full control effect; nearly all actives have a fitted effect of over 80% in size
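ATPase turnover read by TR-FRET ADP competition (Eu cryptate antibody/ADP-d2, 665/590 nm): 10uM ATP final, 25nM Mm-CPN final, 30 min 37degC after 10-min compound preincubation, pH 7.4 Tris/KCl/MgCl2/DTT buffer.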
PTHR1 agonist – PTHR1 (human) receptor agonism; 0.075% of 410,000 active; HEK293 GP2 PTHR1 cells, GloSensor cAMP luminescence, 1 h; Potency, µM (top dose mostly 115 µM), inactives show at the highest dose activation, hits mostly activators; note: potency is the fitted concentration of half-maximal effect; nearly all actives have a fitted effect of over 55% in size; some results filed as inactive show a strong effect at the top dose; inactives centre near -15; many of its hits are not listed in these tables
Target sequence (Q03431 whole entry, looked up): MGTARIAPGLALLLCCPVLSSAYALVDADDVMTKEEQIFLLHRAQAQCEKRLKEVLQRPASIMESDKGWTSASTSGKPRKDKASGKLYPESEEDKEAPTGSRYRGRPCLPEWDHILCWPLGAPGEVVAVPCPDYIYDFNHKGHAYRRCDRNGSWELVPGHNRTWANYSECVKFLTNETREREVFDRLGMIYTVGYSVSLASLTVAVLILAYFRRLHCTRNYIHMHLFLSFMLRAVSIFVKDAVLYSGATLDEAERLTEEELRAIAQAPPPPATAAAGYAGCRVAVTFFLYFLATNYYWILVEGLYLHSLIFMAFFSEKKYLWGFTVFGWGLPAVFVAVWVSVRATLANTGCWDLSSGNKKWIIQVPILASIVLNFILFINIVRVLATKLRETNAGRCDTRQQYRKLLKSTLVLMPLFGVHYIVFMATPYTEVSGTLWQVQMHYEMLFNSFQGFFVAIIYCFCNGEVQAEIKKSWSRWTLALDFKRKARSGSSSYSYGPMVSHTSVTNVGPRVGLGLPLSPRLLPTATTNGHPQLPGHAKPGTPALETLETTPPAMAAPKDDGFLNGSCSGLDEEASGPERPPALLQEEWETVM
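HEK-293-derived GP2 cells expressing PTHR1 and a GloSensor cAMP reporter, 3,000/well, plated overnight, given luciferin plus IBMX (each 0.5 mM as added) for 1 h at 37 °C, then compound for 1 h at 37 °C. Luminescence was read after 15 min at room temperature.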
EPAC2 antag – EPAC2 (human) antagonism | 0.18% of 360,000 active | AID 720708 | Potency, µM (highest dose often 114 µM), for the others: top-dose activity, negative = inhibition, usual class: inhibitors | EPAC2 GEF exchange of Rap1B-BODIPY-GDP, fluorescence; note: potency is the fitted concentration of half-maximal effect; % is set by controls: 0 for no effect and ±100 for the full control effect; nearly all actives have a fitted effect of over 45% in size; many of its hits are not listed in these tables
D3 antag – antagonists of human D3 dopamine receptor; P35462; max response, negative = inhibition, %; AID 652054; D3R cells, DiscoveRx beta-arrestin luminescence, antagonist mode; active compounds read low; 2.5% of 360,000 active; in the data active = max response below about -50%; inconclusive = no clear call, values can overlap the other calls; note: % is set by controls: 0 for no effect and ±100 for the full control effect; mostly tested at two doses, the higher about 12 µM
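Cells expressing the human receptor were seeded at 1500 cells/well, incubated overnight at 37 degrees C in 5% CO2, then exposed to library compounds with dopamine controls for 90 minutes at 37 degrees C before luminescent detection.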
Active calls of the source: *; i = inactive; ? = inconclusive; · = not tested or not shown; & = joins results of further samples; [ ] = another dose, or the depositor's remark. Unless noted, calls come from the whole dose curve; as a rule, active = well fitted curve in the direction sought with a large enough effect; inconclusive = small, poorly fitted or top-dose-only effect, or another doubt; inactive = no such curve, though single readings can be large; an effect the other way counts as inactive or inconclusive.

item	compound	DRD3 agonist	CCT modulator	Akt phos inh	EPAC2 ag	MmCpn inh	PTHR1 agonist	EPAC2 antag	D3 antag
1	O=C(CN(C(=O)CCC(=O)Nc1nccs1)c1ccccc1F)NCCc1ccccc1	19	-4.0	i	0%	-2%	i	-2%	8
2	CCn1ccnc1CN(C)C(=O)c1cc(COc2c(F)cccc2F)on1	-2	0.7	i	8%	0%	-7%	-5%	6
3	C=CCN(CC=C)C(=O)c1ccncc1	-2	-1.3	i	4%	1%	-22%[57.5 µM]	-3%	-1
4	O=C(CCC(=O)OCc1ccc(Cl)cc1)Nc1cccc([N+](=O)[O-])c1	-4	-4.3	i	11%	1%	i	0%	-25
5	Cc1ccc(C)c(NC(=O)c2oc(=O)c3ccccc3c2-c2ccccc2)c1	10&4	0.6	i	4%	0%	-15%&-5%	-2%	-12
6	CC(C)c1[nH]c(=O)c(C#N)c2c1COC(C)(C)C2	8	-1.3	i	1%	-2%	i	1%	18
7	COc1ccc(S(=O)(=O)NCC2CCC(C(=O)N3CCC4(CC3)OCCO4)CC2)cc1 (stereo not drawn)	3	-25	i	-8%	-1%	i	12%	22
8	O=C(NCc1cccs1)c1cnc2sccn2c1=O	-2	0.8	i	7%	2%	i	-10%	-6
9	O=C(NC(Cc1c[nH]c2ccccc12)C(=O)Nc1ccc(F)c([N+](=O)[O-])c1)c1cccs1 (stereo not drawn)	-2	-3.2	i	7%	1%	-14%	-3%	0
10	COc1ccc(C(=O)NC2CCSc3ccccc32)cc1 (stereo not drawn)	2	-1.1	i	2%	0%	-10%	-8%	-10
11	CCc1ccc(NC(=S)NC2CCN(Cc3ccccc3)CC2)cc1	-7	-3.1	i	5%	2%	-11%	12%	-29
12	COC(=O)C(CCSC)NC(=O)C(NC(=O)C1CCC(C)CC1)C(C)C (stereo not drawn)	7	0.7	i	-10%	-3%	i	12%	0
13	CCOc1ccc(C(=O)COC(=O)c2cc([N+](=O)[O-])ccc2N2CCOCC2)cc1	7	-4.3	i	12%	-4%	-10%	-3%	7
14	O=C(C1CCCN1S(=O)(=O)c1cccc2nsnc12)N1CCN(c2ccccc2)CC1 (stereo not drawn)	0	-0.7	i	3%	3%	i	3%	-3
15	Cc1ccc(NC(=O)N(Cc2ccco2)C(C)c2ccco2)cc1C (stereo not drawn)	4	-0.7	·	26%	-1%	i	-6%	?
16	COc1ccc([C@@H]2CC=C(C(=O)O)[C@H](c3ccccc3)N2S(=O)(=O)c2ccc(C)cc2)cc1OC	0	-1.4	i	-1%	0%	-17%	6%	2
17	CCCCCn1c(CN2CCN(C(=O)c3ccco3)CC2)nc2c1c(=O)n(C)c(=O)n2C	2	-0.5	i	21%	1%	-1%	1%	8
18	COc1ccc(C2=NN(C(C#N)c3ccc(OC)cc3)C(c3ccccc3)C2)cc1 (stereo not drawn)	1	-1.1	i	14%	-1%	-33%[inhibitor]	-2%	-7
19	O=C(Sc1ccccc1)c1cccc(Cn2cc(C(F)(F)F)ccc2=O)c1	-4	-2.4	i	-6%	1%	-18%	-9%	-6
20	CN(Cc1ccccc1)S(=O)(=O)c1ccc(Cl)c(C(=O)NCCCN2CCCC2=O)c1	-9	-1.3	i	-3%	·	-4%	-3%	-3
21	Cc1nn(C(C)C(=O)NC2CCC(C)CC2)c(=O)c2nn(-c3ccccc3)c(C)c12 (stereo not drawn)	-2	-4.1	i	-4%	-4%	-3%	-3%	-8
22	CCOc1ccc(-n2nc3c(=O)n(CCN4CCCCC4)nc(C)c3c2C)cc1	-15	0.6	i	4%	0%	20%	-1%	16
23	CCCC(C)CO (stereo not drawn)	17	-0.8	i	6%	-4%	12%	8%	0
24	COc1ccc(C(C(=O)NC2CCCCC2)N(C(=O)c2cccs2)c2ccc3c(c2)OCO3)cc1 (stereo not drawn)	-18	-1.8	i	-8%	0%	?	0%	?
25	O=C1CCN(Cc2ccccc2)N1	-6	-1.0	i	3%	0%	-1%	13%	-9
26	COC(=O)c1ccc(NC(=S)N2CCN(CCO)CC2)cc1	-2	-20	i	9%	-5%	i	3%	-10
27	CSCCC(NC(=O)COc1ccccc1)C(=O)N1CC(C)OC(C)C1 (stereo not drawn)	-5	-5.2	i	-4%	3%	28%	-8%	-24
28	N#C/C(=C/c1ccccc1[N+](=O)[O-])c1nc(C2CC2)cs1	4	2.0	i	13%	0%	-27%	-6%	7
29	CCOC(=O)c1cc(S(=O)(=O)NC2CCCCC2)cn1C	-5	0.7	i	7%	3%	-5%	6%	-13
30	Cc1cccc(N(C(=O)c2snc(C(N)=O)c2N)C(C(=O)NCC2CCCO2)c2ccc(N(C)C)cc2)c1C (stereo not drawn)	-16	0.5	i	-7%	0%	i	-1%	27

Going on with the list.
# | canonical_smiles | DRD3 agonist | CCT modulator | Akt phos inh | EPAC2 ag | MmCpn inh | PTHR1 agonist | EPAC2 antag | D3 antag
31 | O=C1N[C@H](Cc2ccccc2)C(=O)N[C@H]1Cc1cn(S(=O)(=O)c2ccccc2)c2ccccc12 | 0 | -2.6 | i | 5% | · | -15% | 7% | -26
32 | O=C(Cc1ncc(C(F)(F)F)cc1Cl)NNc1cccc(F)n1 | 4 | 0.5 | i | 1% | 0% | i | 3% | 6
33 | Nc1nc(CSC(=S)N2CCOCC2)nc(Nc2ccccc2)n1 | -6 | -1.0 | i | -5% | 2% | -13% | -1% | -12
34 | C=CCOc1ccc(/C=N/NC(=O)CN2CCCCC2)cc1OC | -9 | -8.1 | i | 3% | 1% | -5% | 2% | 1
35 | Cc1ccc(NC(=O)c2ccc(S(=O)(=O)N3CCC(C)CC3)cc2)cc1 | -1 | -2.7 | i | -13% | 0% | -22% | 8% | 5
36 | Cc1ccc(NC(=O)Cn2cccc2)c(C)c1 | -19 | -1.1 | i | 0% | 3% | i | -1% | -17
37 | C[C@H](NC(=O)C1CC(=O)N(c2ccc3c(c2)OCO3)C1)C(=O)NCc1ccco1 (stereo partly drawn) | 5 | 0.5 | i | 7% | 1% | -18% | 16% | 8
38 | O=C(NCCCN1CCCC1=O)c1c(O)nc2sccn2c1=O | -3 | 1.1 | i | 0% | 1% | -6% | -2% | -2

Part of the list above, screen by screen.
(31) O=C1N[C@H](Cc2ccccc2)C(=O)N[C@H]1Cc1cn(S(=O)(=O)c2ccccc2)c2ccccc12
(32) O=C(Cc1ncc(C(F)(F)F)cc1Cl)NNc1cccc(F)n1
(33) Nc1nc(CSC(=S)N2CCOCC2)nc(Nc2ccccc2)n1
(34) C=CCOc1ccc(/C=N/NC(=O)CN2CCCCC2)cc1OC
(35) Cc1ccc(NC(=O)c2ccc(S(=O)(=O)N3CCC(C)CC3)cc2)cc1
(36) Cc1ccc(NC(=O)Cn2cccc2)c(C)c1
(37) C[C@H](NC(=O)C1CC(=O)N(c2ccc3c(c2)OCO3)C1)C(=O)NCc1ccco1 (stereo partly drawn)
(38) O=C(NCCCN1CCCC1=O)c1c(O)nc2sccn2c1=O

screen / no.,31,32,33,34,35,36,37,38
DRD3 agonist,0,4,-6,-9,-1,-19,5,-3
CCT modulator,-2.6,0.5,-1.0,-8.1,-2.7,-1.1,0.5,1.1
Akt phos inh,i,i,i,i,i,i,i,i
EPAC2 ag,5%,1%,-5%,3%,-13%,0%,7%,0%
MmCpn inh,·,0%,2%,1%,0%,3%,1%,1%
PTHR1 agonist,-15%,i,-13%,-5%,-22%,i,-18%,-6%
EPAC2 antag,7%,3%,-1%,2%,8%,-1%,16%,-2%
D3 antag,-26,6,-12,1,5,-17,8,-2

Additional entries
# | canonical_smiles | DRD3 agonist | CCT modulator | Akt phos inh | EPAC2 ag | MmCpn inh | PTHR1 agonist | EPAC2 antag | D3 antag
39 | O=C(CN1CCN(S(=O)(=O)c2ccccc2)CC1)NC1CC1 | 7 | -0.6 | i | -4% | 3% | i | 4% | 13
40 | Cc1ccc(/C=N/NC(=O)c2sccc2OCc2ccc(F)cc2)cc1 | -13 | -1.2 | i | 1% | 2% | -70%[inhibitor][57.5 µM] | -5% | -4
41 | COc1ccc(-c2ncc3ccccn23)cc1OC | 0 | -2.0 | i | -5% | 1% | -4%[57.5 µM] | 7% | -24
42 | O=C(N/N=C/c1ccc([N+](=O)[O-])cc1)C(=O)N1CCCC1 | -16 | 0.3 | i | -9% | -4% | i | 12% | 9
43 | O=C(COC(=O)CNC(=O)C1CCCCC1)Nc1ccc(Cl)cc1F | 4 | 4.5 | i | 0% | 1% | ? | 4% | 3
44 | COc1ccc(NC(=O)C(OC(=O)c2cnc(C)cn2)c2ccccc2)cc1Cl (stereo not drawn) | -13 | -1.4 | i | 11% | 1% | i | 0% | -9
45 | O=C(COC(=O)c1cccs1)c1ccc2c(c1)OCCO2 | 1 | -0.1 | i | 17% | 2% | -21%[57.5 µM] | 0% | 8
46 | CCn1c2ccccc2c2cc(NC(=O)COc3ccccc3OC)ccc21 | -1 | -2.2 | i | -7% | -6% | i | -4% | -8
47 | COC(=O)NCCOc1cc(C)ccc1C | 14 | 1.0 | i | 11% | 1% | -33%[inhibitor][57.5 µM] | 2% | 7
48 | CCc1cc(-c2cnnn2Cc2ccc3ccccc3c2)ccc1-c1cn(CC(C)C)nn1 | -12 | 0.2 | i | 15% | · | -6% | -1% | -14

Some of the compounds tested; rates above refer to the full screens.
